Screening data: PubChem BioAssay, National Center for Advancing Translational Sciences (NCATS)
Giardia kill – Giardia lamblia killing | Giardia lamblia trophozoite viability | activity change, % at 7.66 µM, hits read low | hit rate 0.15% among 340,000 | AID 540267; in the data active means activity change below about -80%; inconclusive means between about -30% and that limit;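 further: parasites exposed to compound for two days anaerobically before the ATP read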
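Giardia lamblia trophozoites (100 cells/well) were incubated with compounds for 48 h at 37 deg C under anaerobic conditions. Viability was read as ATP content by one-step luminescence after 15-30 min at room temperature.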
PKM2 activator – increases activity of human pyruvate kinase M2; Potency, µM (highest dose often 57.5 µM), inactives show at the top dose activation, usual class: activators; purified PKM2, Kinase-Glo ATP luminescence, activation; response scale: 0% is enzyme alone, no compound; P14618; AID 1631; hit rate 0.34% among 260,000; further: potency means the concentration at half of the fitted maximal effect; nearly all actives have a fitted effect of over 55% in size
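Purified hPK-M2 (>95%) run at intermediate activity with 0.1 mM ADP and 0.5 mM PEP in 50 mM imidazole pH 7.2, KCl, MgCl2; 1 h room temperature. ATP formed read by Kinase-Glo luminescence; normalized to uninhibited and no-enzyme controls.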
GALK inhibitor – galactokinase (human) inhibition; Potency, µM (top dose mostly 57.5 µM), for inactives: at the top dose activity change, negative = inhibition, actives largely listed as inhibitors; P51570; hit rate 0.007% among 270,000; Purified GALK, Kinase-Glo residual ATP luminescence; further: potency means the concentration at half of the fitted maximal effect
Target sequence (P51570 whole entry, looked up): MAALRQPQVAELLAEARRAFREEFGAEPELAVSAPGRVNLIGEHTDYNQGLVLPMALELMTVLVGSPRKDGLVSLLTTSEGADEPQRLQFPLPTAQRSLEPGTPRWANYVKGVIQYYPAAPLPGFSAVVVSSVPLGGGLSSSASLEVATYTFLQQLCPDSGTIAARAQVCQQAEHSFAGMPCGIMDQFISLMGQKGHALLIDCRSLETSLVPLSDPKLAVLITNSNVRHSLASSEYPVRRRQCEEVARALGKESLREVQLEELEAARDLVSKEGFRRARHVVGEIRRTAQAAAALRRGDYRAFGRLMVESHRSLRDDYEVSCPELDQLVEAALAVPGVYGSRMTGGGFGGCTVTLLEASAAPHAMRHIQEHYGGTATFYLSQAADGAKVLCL
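ATP-depletion format; final 35 uM ATP, 100 uM D-galactose, 5 nM enzyme; pH 8.0 HEPES/Mg2+ buffer; 60 min RT; luminescence read 10 min after detection reagent.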
USP2a block – USP2a (human) protease inhibition; USP2 core, Ub-CHOP2 coupled fluorogenic reporter, 485/531; Potency, µM (highest dose often 38.3 µM), inactives show top-dose activity change, negative = inhibition, usual class: inhibitors; hit rate 0.01% among 330,000;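 further: potency means the concentration at half of the fitted maximal effect; plate controls were DMSO wells for no effect and full inhibition by NEM control for full effect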
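USP2 core (10nM final) preincubated 30min RT with compound in 20mM Tris-HCl pH 8.0, 2mM CaCl2, 2mM beta-mercaptoethanol, 0.05% CHAPS; 25nM Ub-CHOP2 plus 25nM reporter substrate added, fluorescence (Ex485/Em531) read after 60min.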
KCNH2 3.1 block – inhibitors of human KCNH2 3.1 potassium channel isoform | hit rate 0.95% among 340,000 | U2OS KCNH2 3.1, thallium flux FluxOr; stronger effect = lower value | activity change, % (tested at about 1.8 µM);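 active means maximum activity change below -70%; inconclusive means maximum activity change from -70% to -50%; inactive means maximum activity change above -50%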;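 further: thallium influx rate constant from kinetic fluorescence after stimulation buffer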
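Channel expression came from 3.1 mutant virus (1.77 x 10^8 /mL) applied to suspended U2OS cells for 4 h. Flux was tracked with FluxOr dye plus Red40 quencher, and kinetic rate constants normalized to controls.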
Chronic BCR inh – inhibitors of chronic active B-cell receptor signaling | ABC-DLBCL IkBa-CBG/CBR reporter, luminescence ratio, 4 h | Potency, µM (highest dose often 46.1 µM), for the others: at the top dose ratio change, negative = lower green/red ratio, actives largely listed as inhibitors | hit rate 0.05% among 340,000 | AID 493014; active means well fitted inhibition curve with a large enough effect in the signal ratio, with a control signal flat, not every such curve was filed as active; inconclusive means small, poorly fitted or top-dose-only effect, or effect the other way, or a change in a side signal; the % refers to the signal ratio;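 further: potency means the concentration at half of the fitted maximal effect; plate controls were basal doxycycline-induced cells for no effect and cells given 10 µM MG132 for full effect; MG132 reads +100%, hits lower the ratio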
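Cell line TMD8 (human ABC DLBCL), stably expressing tet-inducible CBG68-IkBa fusion and CBR; IMDM/0.5% FBS; cpd up to 46 uM; dox induction, 4 h, 37C/5% CO2; dual luminescence; green/red ratio; MG132 control.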
KCNH2 WT inh – inhibitors of human wildtype KCNH2 potassium channel. activity change, % at 1.84 µM. Q12809. AID 720551. U2OS, BacMam KCNH2, thallium flux FluxOr; stronger effect = lower value. hit rate 0.37% among 340,000;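 active means maximum activity change below -70%; inconclusive means maximum activity change between -70% and -50%; inactive means maximum activity change above -50%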
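U2OS cells transduced with wild-type KCNH2 virus are loaded with FluxOr dye for 45 min, and thallium flux is measured in kinetic reads before and after stimulation buffer. Rate constants are normalized to DMSO controls.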
Coupling enz – counter-screen for Giardia aldolase inhibitors: coupling enzyme system | coupling enzyme system counterscreen, AmpLite Red fluorescence | activity change, negative = inhibition, % at 58.2 µM, hits read low | hit rate 0.67% among 290,000 | AID 2472; in the data active means activity change below about -30%
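Activity here indicates interference with the coupling reaction, not aldolase inhibition. Compounds at 57.5 uM final met coupling enzymes for 10 min at RT; substrate and AmpLite Red detection followed, with a 525/598 nm fluorescence read after 20 min.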
Eya2 inh – inhibitors of human Eya2 phosphatase activity | O00167 | recombinant Eya2, OMFP fluorescence dephosphorylation (OMFP is methylfluorescein phosphate) | Potency, µM (top dose mostly 76.9 µM), inactives show top-dose activity, negative = inhibition, hits mostly inhibitors | hit rate 0.006% among 330,000; further: potency means the concentration at half of the fitted maximal effect
Target sequence (O00167 whole entry, looked up): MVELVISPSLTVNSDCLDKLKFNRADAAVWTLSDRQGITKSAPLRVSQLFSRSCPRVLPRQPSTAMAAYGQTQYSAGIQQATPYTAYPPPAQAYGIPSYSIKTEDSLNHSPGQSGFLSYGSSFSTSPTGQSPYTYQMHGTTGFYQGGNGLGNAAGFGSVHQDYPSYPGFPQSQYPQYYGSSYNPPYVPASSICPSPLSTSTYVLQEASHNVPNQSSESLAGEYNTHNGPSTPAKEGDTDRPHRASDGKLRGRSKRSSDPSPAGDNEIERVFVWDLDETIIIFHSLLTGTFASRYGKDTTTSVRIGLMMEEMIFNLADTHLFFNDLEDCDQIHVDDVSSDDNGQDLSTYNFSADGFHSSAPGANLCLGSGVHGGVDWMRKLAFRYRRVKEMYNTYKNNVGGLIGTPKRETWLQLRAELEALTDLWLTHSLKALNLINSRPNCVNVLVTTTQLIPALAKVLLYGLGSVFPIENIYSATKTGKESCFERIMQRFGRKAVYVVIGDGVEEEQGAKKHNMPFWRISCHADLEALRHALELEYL
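Eya2 protein (added as 0.2 uM solution) was preincubated with compound for 10 min at ambient temperature in 50 mM HEPES pH 7.5, 50 mM NaCl, 5 uM MgCl2, 0.05% BSA, 1 mM DTT. OMFP (added at 50 uM) then reacted 10 min; fluorescence read at 485/525 nm.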
uPA generation – inhibitors of cell surface uPA generation | cell surface uPA generation assay, qHTS | Potency, µM (highest dose often 38.3 µM), for the others: at the highest dose activity change, negative = inhibition, usual class: inhibitors | hit rate 0.31% among 330,000 | AID 540303; active means well fitted inhibition curve with a large enough effect; inconclusive means small, poorly fitted or top-dose-only effect; inactive means no such curve, though single readings can be large or run the other way; tested in mouse RAW 264.7 cells; further: potency means the concentration at half of the fitted maximal effect; nearly all actives have a fitted effect of over 55% in size
B2AR arrestin – beta2AR (human) beta-arrestin recruitment activity. beta-arrestin recruitment to beta2AR, cell-based reporter. hit rate 0.02% among 330,000. Potency, µM (titrated, usually from 46.1 µM), without a hit: at the highest dose activation, actives largely listed as activators. AID 492947;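 further: potency means the concentration at half of the fitted maximal effect; 0% = DMSO controls and full agonism = EC100 isoproterenol or metaproterenol; nearly all actives have a fitted effect of over 65% in size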
* marks the source's active call; other numbers are inactive results; ? = inconclusive; · = not tested or not shown; [ ] = remark or other dose. Unless noted, the call rests on the fitted dose curve; in most records, active means well fitted curve in the direction sought with a large enough effect; inconclusive means small, poorly fitted or top-dose-only effect, or another doubt; inactive means no such curve, though single readings can be large; an effect the other way counts as inactive or inconclusive. Unless noted, on the % scale 0 is the no-effect control and ±100 the full control effect. Rows were taken by chance; about 2.4% have a hit in one of these screens.

SMILES	Giardia kill	PKM2 activator	GALK inhibitor	USP2a block	KCNH2 3.1 block	Chronic BCR inh	KCNH2 WT inh	Coupling enz	Eya2 inh	uPA generation	B2AR arrestin
C=CCNC(=O)NC(=O)COC(=O)CC(NC(N)=O)c1ccc(Cl)cc1 (configuration not stated)	-22	-4%	-2%	-1%	-34	-29%	6	3	-14%	-6%	-0.5%
CCc1cc(=O)oc2c3c(cc(OCC(=O)NCc4ccccn4)c12)OC(C)(C)CC3	15	-2%	·	2%	-5	25%	-7	1	4%	-7%	0.4%
O=C(COC(=O)CCC(=O)c1ccc(F)cc1)NCc1ccco1	7	12%	16%	3%	-3	-1%	-18	-1	-3%	11%	0.0%
O=C(NCCN1CCN(Cc2ccccc2)CC1)Nc1cc(Cl)cc(Cl)c1	37[activator]	1%	-4%	4%	-93*	-27%	?	0	6%	-40%	-0.1%
Cc1cc(OCCCCCN2CCCC2)ccc1Cl	-20	0%	-2%	0%	-86*	1%	75	2	7%	21%	-0.2%
COC(=O)c1c(C)oc(C)c1S(=O)(=O)NCc1cccs1	18	1%	0%	-1%	-8	-7%	12	1	5%	-9%	-0.1%
NS(=O)(=O)c1ccc(CCNC(=O)c2ccc[nH]c2=S)cc1	-3	·	-2%	-3%	-14	?	-15	2	-26%	-1%	-0.3%
COc1ccc(C2Oc3ccccc3C3=C2C(c2cccs2)n2ncnc2N3)cc1 (configuration not stated)	-3	11%	0%	1%	?	?	-20	-9	4%	-9%	-0.2%
COCCNC(=O)c1cc(-c2cccnc2)nc2ccc(Br)cc12	-1	7%	4%	4%	-15	4%	-7	3	-7%	2%	-0.2%
COc1ccc(NS(=O)(=O)c2ccc(NC(=O)c3cnn4c(C(F)F)cc(-c5ccc(C)cc5)nc34)cc2)cc1	·	-3%	3%	0%	·	-8%	·	4	-1%	·	-0.7%
CC(C)(C)NC(=O)C(c1cccs1)N(C(=O)C(=O)NC1CCCC1)c1ccccc1F (configuration not stated)	-7	-12%	-4%	1%	-10	-12%	-4	1	-1%	·	-0.4%
COC(=O)CC1C(=O)NCCN1C(=O)CSc1nc2ccccc2o1 (configuration not stated)	1	-4%	-2%	9%	-9	0%	11	1	3%	0%	-0.2%
COc1ccccc1N1CCN(Cc2nc(-c3ccc(F)cc3)oc2C)CC1	-4	5%	-2%	2%	-11	-11%	18	-4	1%	7%	-0.7%
COc1ccc(NC(=O)C2CCCN(c3cnccn3)C2)c(OC)c1 (configuration not stated)	-17	·	3%	-4%	-4	-10%	2	-4	-3%	2%	0.0%
CCOc1ccccc1NC(=O)N1CCCC1C(=O)Nc1ccc(NC(C)=O)cc1 (configuration not stated)	-12	-1%	0%	-6%	·	0%	-2	1	-1%	5%	-1.1%
COc1ccc(-c2ccc(SCc3ccccn3)nn2)cc1OC	-5	17%	-3%	-5%	1	-10%	-10	4	-4%	?	0.1%
CC(=O)NN1C(=O)c2ccc3c4c(ccc(c24)C1=O)C(=O)N(NC(C)=O)C3=O	1	3%	0%	-1%	-8	7%	-2	-32*	16%	-26%	0.0%
C=CCSc1nc(O)c(C2OC(=O)c3c2ccc(OC)c3OC)c(=O)n1-c1ccccc1 (configuration not stated)	6	-6%	4%	6%	13	16%	4	14	2%	-8%	-0.4%
CCc1ccccc1N1C(=O)[C@@H]2Cc3ccccc3CN2C1=O	25	-2%	0%	1%	-15	21%	-2	1	?	-3%	0.1%
CC(C)(C)OC(=O)N1CCC(CNC(=O)c2ccc(F)cc2F)CC1	15	-8%	1%	18%	0	2%	9	4	3%	-3%	-0.5%
CC(C)(C)NS(=O)(=O)c1ccc2[nH]c3c(c2c1)CCCCC3	-2	·	·	-1%	12	-5%	5	6	-22%	-5%	-0.1%
Cc1ccnc(NC(=O)CCC(=O)N(CC(=O)NCc2ccccc2)c2ccc3c(c2)OCO3)c1	14	0%	1%	2%	11	3%	-2	5	0%	-7%	-0.2%
O=C(O)CCCc1nc(-c2ccccc2)no1	11	-10%	2%	2%	15	?	-1	5	15%	2%	0.4%
CCCCC1CCC(C(=O)NCC(c2ccco2)N2CCOCC2)CC1 (configuration not stated)	·	·	5%	2%	·	1%	·	0	-5%	·	0.0%
CCc1noc(C)c1C(=O)Nc1nnc(CC(C)C)s1	7	·	·	1%	2	?	13	·	-7%	-3%	0.0%
COc1ccc(OC)c(-c2csc(CCn3nc(C)cc3C)n2)c1	-2	4%	1%	0%	-40	2%	-2	-1	-3%	12%	0.3%
CCN(CC)c1ccc(C=Nc2ccc(OC)c(S(=O)(=O)N3CCOCC3)c2)c(O)c1	6	·	·	4%	11	1%	4	·	-4%	-24%	0.1%
O=C(Nc1nnc(SCc2ccccc2F)s1)C1=COCCO1	5	0%	-4%	3%	-4	?	2	7	5%	0%	0.3%
COc1cc(NC(=O)Cc2cccs2)ccc1-n1cnnn1	6	12%	0%	2%	-1	?	1	3	-21%	4%	0.4%
O=C(CSc1ccccc1F)NCCCN1CCCC1=O	2	·	·	0%	11	?	3	·	2%	1%	-0.1%
CS(=O)(=O)c1ccc2nc(NC(=O)c3cc(-c4ccccc4)nn3-c3ccccc3)sc2c1	5	7%	0%	-7%	-29	7%	3	-1	4%	-13%	-0.3%
Nc1cc(N)nc(SCC(=O)Nc2ccc3c(c2)OCO3)n1	-9	·	0%	3%	5	-11%	2	4	4%	5%	-0.7%
CC(=O)N1c2ccccc2Nc2ccccc21	-7	0%	2%	2%	2	-5%	-8	-1	-5%	4%	0.3%
O=C(Cn1ncc2c1-c1ccccc1OC2)Nc1nc2ccccc2s1	-4	-16%	3%	-3%	-26	?	11	1	-3%	-15%	0.2%
CN(C)C=Nc1nonc1N	3	-7%	-2%	-8%	6	1%	-7	-1	-17%	-6%	-0.2%
CC(C)(C)C(=O)CN1C(=O)C2(OCCO2)c2ccccc21	12	-4%	5%	-1%	9	?	0	1	20%	-3%	-0.3%
O=C1CCCN1CN(C(=O)c1ccccc1)c1ccc(F)cc1	3	-4%	3%	3%	-1	0%	1	-3	5%	2%	-0.3%
COc1cc2c(cc1OC)CN(C(=O)/C=C/c1ccc([N+](=O)[O-])cc1)CC2	-4	6%	9%	1%	-16	0%	19	2	-11%	-2%	-0.4%
CCOc1cc(/C=C(\C#N)C(=O)Nc2ccccn2)ccc1O	-16	0%	-3%	2%	-17	3%	0	0	-1%	0%	-0.7%
CCOc1cc(C2NC(=O)NC(O)(C(F)(F)F)C2C(=O)c2ccc(OC)cc2)ccc1O (configuration not stated)	-10	0%	5%	-1%	·	-1%	4	5	-1%	-3%	-0.9%
Cc1cc(N2CCCCC2)nc(N)n1	-6	-6%	2%	1%	-3	0%	-2	5	3%	-3%	-1.0%
O=C(CN1C(=O)NC2(CCCCCC2)C1=O)NCc1ccc(Cl)cc1	-8	·	·	3%	12	-2%	12	·	-8%	-2%	0.1%
O=C(Nc1ccc(S(=O)(=O)Nc2ccccn2)cc1)c1ccc(Cl)cc1Cl	5	·	3%	0%	22	-3%	3	1	?	2%	-0.1%
COc1ccc(CCNS(=O)(=O)c2ccc3oc(C(=O)O)c(C)c3c2)cc1OC	-7	0%	-2%	-1%	-1	1%	-6	8	-8%	·	-0.4%
CC1(C)CC(=S)Nc2ccccc2S1	3	-3%	-3%	0%	7	5%	1	-2	-2%	-3%	-0.2%
Nc1nonc1-n1nnc(C(=O)N/N=C/c2ccccc2Cl)c1-c1ccccc1	17	·	2%	2%	3	-2%	3	-1	4%	0%	0.1%
Cc1ccc(C)c(OCC(=O)Nc2ccc(C(=O)O)cc2NC(=O)COc2cc(C)ccc2C)c1	-3	5%	-3%	-2%	0	?	-11	6	1%	-8%	0.4%
C1=C(c2ccccc2)Nc2nnnn2C1c1cccs1 (configuration not stated)	36[activator]	-2%	-1%	2%	5	0%	-15	0	6%	0%	0.0%
Cc1cc(C)n(CCN(C)C(=O)CCc2nnc(CCC3CCCCC3)o2)n1	-27	4%	-1%	0%	10	1%	1	-2	-29%	-3%	0.0%
Cc1ccc2[nH]c(=O)c(CN(Cc3ccccc3)C(=S)NCCCN(C)C)cc2c1	-4	-39%	14%	3%	-4	?	12	-5	-13%	-6%	0.0%

A few values from above.
Value for C1=C(c2ccccc2)Nc2nnnn2C1c1cccs1 (configuration not stated) in KCNH2 3.1 block: 5
Value for COc1ccc(CCNS(=O)(=O)c2ccc3oc(C(=O)O)c(C)c3c2)cc1OC in GALK inhibitor: -2%
